# Screening data: PubChem, National Center for Advancing Translational Sciences (NCATS)
# RGS12 GoLoco inh: blocks human Gai1 binding to RGS12 GoLoco peptide, red readout; P63096; Potency, µM (titrated, usually from 61.6 µM), without a hit: top-dose activity, negative = inhibition, hits mostly inhibitors; actives 0.44% (n = 230,000); Gai1:RGS12 GoLoco peptide FP, rhodamine, 10 min; active means well fitted inhibition curve with a large enough effect, not every such curve was filed as active; inactive means no such curve, though single readings can be large or run the other way; further: nearly all actives have a fitted effect of over 30% in size; many of its hits are not listed in these tables
# Target sequence (P63096 whole entry, looked up): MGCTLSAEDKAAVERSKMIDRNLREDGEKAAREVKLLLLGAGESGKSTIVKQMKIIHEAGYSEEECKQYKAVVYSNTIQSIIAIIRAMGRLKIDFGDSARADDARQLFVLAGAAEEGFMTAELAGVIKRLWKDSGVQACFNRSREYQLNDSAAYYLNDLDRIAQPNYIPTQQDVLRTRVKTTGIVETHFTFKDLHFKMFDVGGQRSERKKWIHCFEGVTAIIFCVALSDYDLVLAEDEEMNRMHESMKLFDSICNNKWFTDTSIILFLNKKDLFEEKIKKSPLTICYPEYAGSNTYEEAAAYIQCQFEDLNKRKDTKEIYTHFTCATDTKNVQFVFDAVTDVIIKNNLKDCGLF
# GAA inhib: alpha-glucosidase (human) inhibition; AID 1466; purified human GAA, 4-MU-alpha-glucoside fluorescence; actives 0.005% (n = 200,000); Potency, µM (series often up to 76.9 µM), for the others: at the top dose activity change, negative = inhibition, usual class: inhibitors;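 further: plate controls were uninhibited enzyme wells for no effect and no-enzyme background for full effect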
#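 Enzyme (4 nM final) mixed with compound (up to 77 uM), then 4-MU-alpha-D-pyranoside (400 uM final) added; 20 min at room temperature, pH 5.0. Reaction stopped at pH 10, fluorescence read, AC50 derived by Hill fit.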
# L3MBTL1 inh: blocks human L3MBTL1; Potency, µM (doses to about 57.1 µM), inactives show at the highest dose activity, negative = inhibition, hits mostly inhibitors; actives 0.66% (n = 230,000); AID 485360; AlphaScreen L3MBTL1–H3K9me1 peptide binding; further: nearly all actives have a fitted effect of over 60% in size
#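 AlphaScreen assay: L3MBTL1 (50 nM final) was preincubated 30 min at room temperature with biotinylated H3(1-15)K9me1 peptide (75 nM final), then 30 min with library compounds; streptavidin donor and nickel chelate acceptor beads (10 ug/mL final) added, 30 min dark.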
# GAA spleen mod: inhibits or activates alpha-glucosidase in human spleen homogenate; P10253; human spleen homogenate, 4-MU-alpha-glucoside fluorescence; Potency, µM (top dose mostly 79.9 µM), inactives show at the top dose activity change, negative = inhibition, usual class: inhibitors; actives 0.006% (n = 240,000); AID 2112;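 further: 0% = enzyme with vehicle and -100% = no enzyme basal signal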
#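 Compounds were titrated against alpha-glucosidase in spleen homogenate at pH 5.0, with 1 mM 4-methylumbelliferyl substrate for 40 min at 37 C. Reactions were quenched with pH 10 NaOH/glycine and fluorescence measured.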
# RECQ1 helicase: blocks DNA unwinding by human RECQ1 | Potency, µM (titrated, usually from 57.3 µM), for the others: at the highest dose activity, negative = inhibition, actives largely listed as inhibitors | P46063 | RECQ1 DNA unwinding, red fluorescence kinetic read | actives 0.54% (n = 240,000) | AID 2549;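 further: plate controls were vehicle for no effect and no enzyme for full effect; nearly all actives have a fitted effect of over 30% in size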
#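 50 nM RECQ1T1 preincubated 15 min with compound in Tris pH 8.0 buffer with MgCl2, DTT, Tween-20 and 2.5 ug/ml poly(dI-dC); started with 200 nM TAMRA/BHQ-2 forked duplex and 2 mM ATP. Unwinding read as fluorescence (525/598 nm), two reads 2 h apart.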
# TRb-SRC2 inh: disrupts binding of human TR beta to SRC2; TRbeta-SRC2 peptide binding, fluorescence polarization; receptor liganded with 1 µM T3; Potency, µM (series often up to 106 µM), inactives show at the highest dose activity change, negative = inhibition, actives largely listed as inhibitors; actives 0.065% (n = 280,000);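 further: plate controls were bound peptide for no effect and peptide without receptor for full effect; nearly all actives have a fitted effect of over 50% in size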
# Target sequence (P10828 whole entry, looked up): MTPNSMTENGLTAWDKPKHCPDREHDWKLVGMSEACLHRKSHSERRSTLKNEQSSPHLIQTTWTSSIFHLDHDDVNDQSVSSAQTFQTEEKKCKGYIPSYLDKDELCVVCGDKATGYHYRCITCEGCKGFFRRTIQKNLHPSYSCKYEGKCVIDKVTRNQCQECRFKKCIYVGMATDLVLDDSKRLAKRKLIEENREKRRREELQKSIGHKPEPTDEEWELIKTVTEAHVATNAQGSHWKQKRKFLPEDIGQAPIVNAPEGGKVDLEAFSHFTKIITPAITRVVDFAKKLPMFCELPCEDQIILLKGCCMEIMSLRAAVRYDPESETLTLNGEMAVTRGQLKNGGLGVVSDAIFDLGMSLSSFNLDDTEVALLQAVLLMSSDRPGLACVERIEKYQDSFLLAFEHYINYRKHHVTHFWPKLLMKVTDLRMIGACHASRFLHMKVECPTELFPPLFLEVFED
#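 Assay buffer: 20 mM Tris-HCl, 100 mM NaCl, 10% glycerol, 1 mM EDTA, 0.01% NP-40, 1 mM DTT, 1 uM T3, 5% DMSO; TRb LBD 0.6 uM, Texas Red SRC2 20 nM; FP after 5 hr.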
# TR SRC2 fluor cs: alters Texas Red total fluorescence, flagging assay interference; TRb/SRC2 Texas Red total fluorescence interference; actives 0.29% (n = 280,000); Potency, µM (top dose mostly 106 µM), inactives show at the top dose fluorescence change, negative = quenching; active means well fitted curve in either direction with a large enough effect; inconclusive means small, poorly fitted or top-dose-only effect
#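 Flags fluorescent or light-absorbing compounds by total fluorescence, S + 2P, at 555 nm excitation and 632 nm emission. Mixture: 20 nM Texas Red SRC2 peptide, 0.6 uM human TRb LBD, 1 uM T3, 5% DMSO; compound exposure 5 h at ambient temperature.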
# GAA glycogen: alters human alpha-glucosidase cleavage of glycogen. P10253. recombinant GAA, glycogen substrate, Amplex Red glucose oxidase fluorescence. Potency, µM (series often up to 76.4 µM), without a hit: at the top dose activity change, negative = inhibition, actives largely listed as inhibitors. actives 0.38% (n = 300,000);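 further: 0% = full enzyme reaction and -100% = no-enzyme basal signal; the screen sought inhibitors and activators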
#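 Recombinant human alpha-glucosidase (4 nM final) hydrolysed bovine liver glycogen (30 ug) for 40 min at 37 C in pH 5.0 citrate/phosphate with 0.01% Tween-20. Released glucose detected by glucose oxidase/Amplex Red, Ex 573/Em 610 nm. Compounds up to 77 uM; AC50 from Hill fits.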
# * hit, by the source's call; i = inactive; ? = inconclusive; nt = no result given; & = joins results of further samples; [ ] = another dose, or the depositor's remark. Unless noted, the call rests on the fitted dose curve; in most records, active means well fitted curve in the direction sought with a large enough effect; inconclusive means small, poorly fitted or top-dose-only effect, or another doubt; inactive means no such curve, though single readings can be large; an effect the other way counts as inactive or inconclusive. Unless noted, on the % scale 0 is the no-effect control and ±100 the full control effect; potency means the concentration at half of the fitted maximal effect. This is a subset; rates above refer to the full screens.
SMILES,RGS12 GoLoco inh,GAA inhib,L3MBTL1 inh,GAA spleen mod,RECQ1 helicase,TRb-SRC2 inh,TR SRC2 fluor cs,GAA glycogen
O=C1C=C(NCC2CCCO2)CC(c2ccccc2)C1 (stereo unspecified),2.3%,-4.1%,5.6%,-0.6%,-2.4%,-4.3%,-0.5%,-7.3%
CCOc1ccc2[nH]c3c(=O)n(CCc4ccc(OC)cc4)cnc3c2c1,209.2%[activator],?,nt,4.2%,i,0.9%,-5.1%,7.6%
CC(C)(C)C(=O)/C(C#N)=C/c1ccc(O)cc1,7.3%,-0.8%,-1.9%,-18.0%,-9.6%,1.5%,0.2%,-9.6%
CCC(Sc1ccc2nnc(-c3cccnc3)n2n1)C(=O)OC (stereo unspecified),-4.6%,-1.4%,3.1%,nt,i,-1.3%,0.3%,-23.6%
CC(C)COP(=O)(c1ccc(N(C)C)cc1)C(O)c1ccncc1 (stereo unspecified),-9.3%,-6.1%,-1.9%,-4.8%,i,-7.8%,3.8%,-4.6%
COC(=O)c1sccc1NC(=O)Nc1ccc(Cl)c(Cl)c1,-5.5%,-20.1%,2.4%,-2.9%,-2.3%,0.1%,-0.3%,-4.8%
CN(C)c1ccc(/C=N/NC(=O)CCCO)cc1,0.9%,?,nt,6.1%,2.8%,-7.7%,-2.9%,7.0%
CCOc1ccc(NCCC#N)cc1,-10.0%,-1.0%,5.3%,3.7%,-1.8%,-9.8%,-3.4%,?
C=CCn1c(=O)c2c3c(sc2n2c(Nc4ccc(C(=O)OCC)cc4)nnc12)CCCC3,-0.8%,-7.9%,nt,-4.2%,i,3.1%,-1.1%,-7.8%
C=CCNC(=O)c1onc(CSc2cccc(Cl)c2)c1C(=O)O,-2.7%,-1.6%,7.7%,-7.4%,-10.3%,5.6%,2.4%,0.4%
CC(=O)N[C@@H](Cc1ccc(O)cc1)C(=O)N[C@H](C(=O)N[C@@H](C)C(=O)N[C@H](C=O)CC(=O)O)C(C)C,nt,nt,nt,-10.5%,-3.4%,8.8%,-1.8%,nt
COc1ccccc1NC(=O)c1nn(-c2ccc(F)c(F)c2)ccc1=O,4.1%,-5.4%,8.0%,-2.0%,i,1.4%,-3.5%,5.9%
CCC(CC)C(=O)c1c[nH]c(C(=O)NCCCN2CCOCC2)c1,7.3%,3.7%,-0.1%,-0.1%,i,-8.5%,-4.3%,2.4%
CCN(CC)S(=O)(=O)c1ccc(Cl)c(NC(=O)c2cc(Cl)cc(Cl)c2)c1,2.3%,3.4%,1.9%,-14.6%,-3.4%,-10.2%,0.9%,4.8%
CCc1ccc(CCC(=O)Nc2sc(C)c(C)c2C(=O)OC)o1,-7.8%,2.0%,nt,-6.3%,-16.7%,4.5%,1.1%,-3.0%
C=CCn1c(SCC(=O)Nc2cc(C)c(Cl)cc2OC)nnc1-c1ccco1,-1.6%,3.1%,-3.5%,-9.2%,-5.6%,-1.7%,0.7%,7.0%
Cc1ccc(C(=O)NCCn2c(N)c(C#N)c3nc4ccccc4nc32)cc1,11.3%,nt,2.8%,?,-8.1%,-0.2%,4.1%,2.4%
Cc1ccc(C(=O)n2nc(-c3ccccc3)nc2NCc2ccco2)cc1,9.6%,7.3%,-2.9%,-5.3%,5.9%,-2.1%,-4.4%,-2.2%
COc1ccc(-c2csc(CCN3N=C(C)CC3=O)n2)cc1,8.8%,-8.3%,nt,6.6%,-21.2%,5.5%,-0.4%,?
COc1cccc(C(=O)CN2C3=NCCCN3c3ccccc32)c1,1.5%,1.6%,-1.9%,-10.1%,1.3%,0.3%,0.0%,9.5%
N#C/C(=C\c1cn(-c2ccccc2)nc1-c1cc2ccccc2o1)c1nc2ccccc2[nH]1,8.0%,-11.5%,20.5%,-1.9%,i,-2.7%,-1.8%,5.2%
CCOC(=O)CN(C(=O)Cn1nnc(-c2ccc(OC)cc2)n1)C(C(=O)NC1CCCC1)c1ccc(F)cc1 (stereo unspecified),8.5%,-14.4%,-6.2%,-10.1%,3.3%,-13.9%,-1.4%,-2.3%
Cn1nnnc1SCc1ccccc1[N+](=O)[O-],8.4%,3.3%,5.2%,-10.2%,-4.1%,5.7%,3.3%,4.0%
COc1ccc(CC(=O)OCn2nnc3ccccc3c2=O)cc1,-3.6%,-0.8%,-7.7%,-3.3%,3.5%,-8.4%,-1.8%,7.1%
Cc1nnc(SCC(=O)N2CCOCC2)[nH]c1=O,1.1%,0.7%,-13.8%,-4.5%,4.8%,-6.4%,?,14.7%

# Next results
SMILES,RGS12 GoLoco inh,GAA inhib,L3MBTL1 inh,GAA spleen mod,RECQ1 helicase,TRb-SRC2 inh,TR SRC2 fluor cs,GAA glycogen
O=S1(=O)C[C@@H](N2CCOCC2)[C@H](N2CCOCC2)C1,15.2%,2.8%,-1.0%,3.8%,11.7%,0.1%,3.5%,10.7%
Cc1ccc(S(=O)(=O)Nc2c(C)n(C)n(-c3ccccc3)c2=O)cc1,11.0%&-1.5%,3.9%&4.2%,1.3%,9.3%&4.3%,15.9%,9.6%&0.8%,-0.3%&0.6%,21.4%&2.3%
CCC(C)(C)NC(=O)C(c1cccs1)N(C(=O)c1ccn[nH]1)c1cccc(OC)c1 (stereo unspecified),-1.6%,8.8%,0.4%,3.3%,i,-3.1%,-1.2%,4.6%
Cn1cc(SCC(=O)N2CCOCC2)c2ccccc21,6.8%,6.0%,-14.3%,0.9%,i,-18.1%,1.3%,0.3%
COc1cc(C(=O)NNC(=S)NC(=O)c2ccc(Cl)cc2)cc(OC)c1OC,-1.5%,-6.3%,-6.7%,6.2%,-1.5%,7.5%,-1.9%,-5.6%
Cc1cccc(COCC(CC(C)C)N2CCN(C(=O)c3ccc(C(F)(F)F)cc3)CCC2=O)c1 (stereo unspecified),2.5%,1.2%[15.4 µM],2.5%,3.0%,-4.9%,0.5%,-0.5%,-2.2%
Cc1cccc2cncc(OCc3nnc(SC(F)F)n3C)c12,-3.1%,3.5%,-19.4%,7.4%,-15.5%,-2.5%,-0.6%,2.6%
CCOC(=O)c1[nH]c(C)c(C(=O)NCc2cccnc2)c1C,-14.4%,1.5%,nt,2.0%,-9.1%,1.1%,-0.5%,7.9%
Cc1cc(Oc2ccc(=O)n(C)n2)nc(Oc2ccc(=O)[nH]n2)n1,nt,-2.6%,7.1%,-5.1%,-2.6%,-1.9%,-1.9%,17.9%
CN(C)S(=O)(=O)N(Cc1ccc(Br)cc1)c1ccccc1,2.2%,-19.1%,33.6%[activator],-14.8%,-4.7%,-26.1%,-2.4%,0.6%
Cc1ccc2c(c1)C1CN(C)CCC1N2C(=O)COc1ccccc1F (stereo unspecified),1.4%,nt,nt,-1.3%,i,2.9%,-1.7%,-0.1%
COc1cc(NC(=S)NNC(=O)CC(C)C)c(OC)cc1Cl,7.9%,-3.3%,-4.2%,4.5%,-0.9%,-7.4%,-6.6%,?
Cc1csc(CN(C)C(=O)CC2C(=O)NCCN2CC(C)(C)C)n1 (stereo unspecified),-15.4%,-7.9%,3.7%,1.5%,3.8%,6.1%,-0.7%,11.5%
Cn1c(=S)oc2ccccc21,4.0%,-3.4%,-4.9%,4.7%,i,3.5%,-0.6%,5.6%
COc1ccc(OC)c(Nc2nc(-c3sc(NC(=O)C(C)(C)C)nc3C)cs2)c1,-2.8%,-3.0%,-12.9%,-7.4%,-4.7%,4.7%,-1.0%,?
Cc1onc(-c2c(F)cccc2Cl)c1C(=O)NC1=NCCS1,-9.1%,0.7%,-2.3%,-2.2%,-1.9%,11.1%,-1.6%,0.4%
Cc1cccc(N=Nc2ccc(O)c3ncccc23)c1,4.3%,0.0%,20µM*,-8.3%,i,3.2%,-3.0%,-6.2%
CC(C)(C)c1ccccc1OCC(=O)NCCC(=O)O,-2.7%,6.7%,2.9%,4.6%,-1.9%,-0.4%,-7.3%,4.1%
O=c1[nH]c(CSc2nnc(-c3ccccc3)n2C2CCCCC2)nc2ccccc12,16.2%,0.7%,0.8%,-1.8%,i,-12.5%,-0.3%,10.3%
CN(C)CC(=O)Nc1ccc(S(N)(=O)=O)cc1,-2.5%,3.3%,nt,-14.6%,3.3%,3.9%,-1.0%,1.4%
O=c1[nH]c(CSc2nc(-c3ccccc3)cs2)nc2ccccc12,-4.2%,0.9%,-7.2%,4.8%,-13.9%,9.1%[53 µM],-2.5%[53 µM],-1.6%
Cc1noc(C)c1S(=O)(=O)NCCN1CCN(c2ccccc2)CC1,-3.4%,1.5%,nt,-5.1%,6.8%,-5.3%,1.0%,-17.7%
Cc1cc(C)cc(N(CCC(=O)O)S(=O)(=O)c2ccc(Cl)cc2)c1,7.6%,0.4%,7.7%,-3.0%,0.0%,6.6%,5.9%,0.8%
CN(C)Cc1ccccc1-c1ccc2ncnc(NCc3cccs3)c2c1,4.3%,nt,nt,14.9%,-0.7%,7.4%,1.3%,nt
Cc1ccc2[nH]c(=O)c(CN(CCCN(C)C)C(=O)Nc3cccc(Cl)c3)cc2c1,2.7%,-17.5%,nt,-15.0%,-10.7%,-0.4%,0.8%,8.3%
O=C(Nc1ccc(F)cc1)N1CCN(c2ccc3nnc(-c4ccc(F)cc4)n3n2)CC1,-5.7%,-13.0%,nt,-17.5%,-4.9%,-1.1%&-4.0%,-8.6%&-0.9%,-2.8%[76.3 µM]

# Laid out differently: entries from further up
# Results follow in this order: RGS12 GoLoco inh, GAA inhib, L3MBTL1 inh, GAA spleen mod, RECQ1 helicase, TRb-SRC2 inh, TR SRC2 fluor cs, GAA glycogen
Cn1c(=S)oc2ccccc21
  4.0%, -3.4%, -4.9%, 4.7%, i, 3.5%, -0.6%, 5.6%
COc1ccc(OC)c(Nc2nc(-c3sc(NC(=O)C(C)(C)C)nc3C)cs2)c1
  -2.8%, -3.0%, -12.9%, -7.4%, -4.7%, 4.7%, -1.0%, ?
Cc1onc(-c2c(F)cccc2Cl)c1C(=O)NC1=NCCS1
  -9.1%, 0.7%, -2.3%, -2.2%, -1.9%, 11.1%, -1.6%, 0.4%
Cc1cccc(N=Nc2ccc(O)c3ncccc23)c1
  4.3%, 0.0%, 20µM*, -8.3%, i, 3.2%, -3.0%, -6.2%
